A549 tox: Nrf2 qHTS screen for inhibitors: counterscreen for cytotoxicity. AID 504648, 2011. A549 ARE-Fluc cells, CellTiter-Fluor viability, 18-24 h. 390,000 compounds, 0.16% hits. Potency, µM (doses to about 46 µM), for the others: at the top dose activity change, negative = cytotoxicity, usual class: inhibitors; also: potency is read from the fitted curve at half-maximal effect; % is scaled to controls: 0 for no effect and ±100 for the full control effect
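A549 ARE-Fluc cells in 5% FBS OPTI-MEM, 5000 cells/well, rested 2 h then exposed to compounds in concentration-response for 18-24 h at 37 °C. Viability by CellTiter-Fluor fluorescence (Ex 405/Em 525) after 30 min; luciferase luminescence (BugLite, 15 min, RT) read afterwards.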
Akt phos inh: HTS Assay for Inhibitors of Akt Phophorylation: Primary Screen | AID 651550, 2012 | Neuro2A IGF-stimulated pAkt S473 HTRF, 20 min; stronger effect = lower value | 360,000 compounds, 0.32% hits | activity change, % for hits at 50 µM; in the data active = activity change below about -80%; inconclusive = mostly about -51% to -80%; also: % is scaled to controls: 0 for no effect and ±100 for the full control effect
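Single-point screen (50 µM final compound) in Neuro2A cells stimulated 20 min with 6 nM IGF at 37 deg C. After lysis, Ser473-phosphorylated Akt read by HTRF (ex 330 nm, em 615/665 nm) as the 665/615 ratio.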
TGFb SMAD3 inh: qHTS for Inhibitors of TGF-b. HepG2 CAGA-GFP TGF-b/SMAD3 reporter, GFP fluorescence, 18 h; TGF-beta stimulated, 500 pg/mL final. Potency, µM (top dose mostly 46.1 µM), for inactives: at the top dose activity, negative = inhibition, hits mostly inhibitors. 410,000 compounds, 1.2% hits. AID 588855, 2011; also: potency is read from the fitted curve at half-maximal effect; % is scaled to controls: 0 for no effect and ±100 for the full control effect; nearly all actives have a fitted effect of over 65% in size
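GFP signal (ex488/em500-530) from TGF-beta-stimulated HEPG2 CAGA-GFP cells, 500 pg/mL final, 18 h at 37 degrees C in DMEM plus 1% FBS, normalized to unstimulated and DMSO-stimulated controls.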
Nrf2 activator: qHTS of Nrf2 Activators; Potency, µM (series often up to 46.1 µM), for the others: at the highest dose activation, usual class: activators; 410,000 compounds, 0.31% hits; AREc32 ARE-luciferase reporter (MCF7-derived line), luminescence, 24 h; AID 624171, 2012; also: potency is read from the fitted curve at half-maximal effect; % of control where 0% means no effect; nearly all actives have a fitted effect of over 65% in size
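Luciferase luminescence (Steady-Glo, 30 min at room temperature) served as the read-out of ARE activation in AREc32 cells treated with compounds for 24 hr at 37 deg C.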
EPAC2 ag: qHTS for Agonist of cAMP-regulated guanine nucleotide exchange factor 4 (EPAC2): primary screen | Rap guanine nucleotide exchange factor 4 (Homo sapiens), Q8WZA2 | EPAC2 activation, biochemical qHTS; response scale: 100% = 6.5 mM cAMP response | Potency, µM (doses to about 154 µM), without a hit: at the highest dose activation, actives largely listed as activators | 360,000 compounds, 0.079% hits | AID 720711, 2013; also: potency is read from the fitted curve at half-maximal effect; nearly all actives have a fitted effect of over 50% in size
Target sequence (Q8WZA2 whole entry, looked up): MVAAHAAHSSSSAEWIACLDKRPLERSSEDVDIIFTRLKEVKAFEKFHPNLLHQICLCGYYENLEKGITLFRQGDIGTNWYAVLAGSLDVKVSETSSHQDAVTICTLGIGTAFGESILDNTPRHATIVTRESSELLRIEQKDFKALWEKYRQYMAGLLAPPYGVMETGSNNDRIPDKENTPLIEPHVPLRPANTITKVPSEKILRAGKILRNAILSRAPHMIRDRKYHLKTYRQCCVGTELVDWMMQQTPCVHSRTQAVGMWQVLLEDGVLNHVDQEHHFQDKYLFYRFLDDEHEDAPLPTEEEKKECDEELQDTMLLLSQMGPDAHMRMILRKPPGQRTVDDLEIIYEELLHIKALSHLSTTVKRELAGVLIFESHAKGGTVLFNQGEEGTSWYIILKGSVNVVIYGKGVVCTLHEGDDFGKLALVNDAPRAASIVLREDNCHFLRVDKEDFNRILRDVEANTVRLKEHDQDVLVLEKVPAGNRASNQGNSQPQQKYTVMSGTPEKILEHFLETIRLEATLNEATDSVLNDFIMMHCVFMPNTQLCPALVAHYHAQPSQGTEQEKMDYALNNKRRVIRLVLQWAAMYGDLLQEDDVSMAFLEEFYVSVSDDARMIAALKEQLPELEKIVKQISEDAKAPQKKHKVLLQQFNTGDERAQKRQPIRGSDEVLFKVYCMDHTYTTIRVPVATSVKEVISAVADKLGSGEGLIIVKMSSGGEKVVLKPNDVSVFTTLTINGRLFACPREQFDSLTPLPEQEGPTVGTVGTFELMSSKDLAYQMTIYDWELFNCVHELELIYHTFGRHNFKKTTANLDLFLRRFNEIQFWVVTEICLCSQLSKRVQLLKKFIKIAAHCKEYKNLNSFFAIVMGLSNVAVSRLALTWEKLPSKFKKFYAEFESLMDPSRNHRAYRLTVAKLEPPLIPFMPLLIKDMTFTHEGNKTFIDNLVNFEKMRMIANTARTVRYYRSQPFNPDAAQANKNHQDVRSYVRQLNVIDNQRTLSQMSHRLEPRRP
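Guanine nucleotide exchange by EPAC2 is measured as reduced fluorescence of BODIPY-GDP once it is released from 250 nM Rap1B. Plates are read kinetically for 30 min at room temperature; results are scaled to 6.5 mM cAMP.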
EPAC2 antagonist: qHTS for Antagonist of cAMP-regulated guanine nucleotide exchange factor 2 (EPAC2): primary screen; Rap guanine nucleotide exchange factor 4 (Homo sapiens), Q8WZA2; EPAC2 GEF exchange of Rap1B-BODIPY-GDP, fluorescence; Potency, µM (doses to about 114 µM), inactives show at the highest dose activity, negative = inhibition, most hits filed as inhibitors; 360,000 compounds, 0.18% hits; AID 720708, 2013; also: potency is read from the fitted curve at half-maximal effect; % is scaled to controls: 0 for no effect and ±100 for the full control effect; nearly all actives have a fitted effect of over 45% in size; many of its hits are not listed in these tables
CCT modulator: High-Throughput Screening for Modulators of Cytosolic Chaperonin Activity; 360,000 compounds, 0.3% hits; purified chaperonin ATPase assay, HTRF ADP detection, 30 min; activity change, % (test concentration not listed), hits read low; AID 651819, 2012; in the data active = activity change below about -30%; also: % is scaled to controls: 0 for no effect and ±100 for the full control effect
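TRiC (40 or 20 nM final, by batch activity) in 30 mM Tris pH 7.4, 100 mM KCl, 5 mM MgCl2, 1 mM DTT was treated with compound at 76 uM single dose, then 10 uM ATP, 30 min at 37 °C. ADP was read by HTRF Transcreener.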
MmCpn inh: Inhibitors of TCP-1 ring complex (TRiC) of Methanococcus maripaludis (MmCpn): qHTS; Chaperonin Mm-Cpn (Methanococcus maripaludis); purified Mm-Cpn ATPase, ADP Transcreener TR-FRET; Potency, µM (doses to about 76.9 µM), without a hit: top-dose activity, negative = inhibition, actives largely listed as inhibitors; 330,000 compounds, 0.031% hits; AID 504842, 2011; also: potency is read from the fitted curve at half-maximal effect; % is scaled to controls: 0 for no effect and ±100 for the full control effect; nearly all actives have a fitted effect of over 80% in size
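TR-FRET (320 nm excitation; 590 and 665 nm emission) reports ADP made from 10 uM ATP by 25 nM enzyme; compounds were preincubated 10 min, reaction run 30 min, both at 37°C.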
Nrf2 block: Nrf2 qHTS screen for inhibitors; A549 ARE-Fluc reporter, luciferase luminescence, 18-24 h; Potency, µM (series often up to 46 µM), for the others: at the highest dose activity change, negative = inhibition, most hits filed as inhibitors; 360,000 compounds, 2.1% hits; also: potency is read from the fitted curve at half-maximal effect; % is scaled to controls: 0 for no effect and ±100 for the full control effect; nearly all actives have a fitted effect of over 60% in size
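Quantitative HTS in A549 cells stably bearing an antioxidant response element-firefly luciferase construct. Inhibition of Nrf2-driven transcription was scored by luminescence after 18-24 h of compound exposure at 37 °C.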
Active calls of the source: *; i = inactive; ? = inconclusive; nt = not tested or not shown; & = joins results of further samples; [ ] = dose if it differs, or a comment. Unless noted, calls follow the shape of the dose curve; as a rule, active = well fitted curve in the direction sought with a large enough effect; inconclusive = small, poorly fitted or top-dose-only effect, or another doubt; inactive = no such curve, though single readings can be large; an effect the other way counts as inactive or inconclusive.

Under each structure: A549 tox	Akt phos inh	TGFb SMAD3 inh	Nrf2 activator	EPAC2 ag	EPAC2 antagonist	CCT modulator	MmCpn inh	Nrf2 block
- O=C(NC(=S)Nc1ccccc1N1CCN(C(=O)c2ccccc2)CC1)c1cccs1
→ 3%	i	-4%	-1.3%	9%	-22%	1.5	0%	16%
- Cc1cc(C)c2c(N)c(C(=O)Nc3ccc([N+](=O)[O-])cc3)sc2n1
→ 1%	i	-1%	3.9%	10%	3%	-2.9	0%	5%
- FC(F)(F)c1nc(SCc2ccc(Cl)cc2Cl)n[nH]1
→ -1%	i	?	0.0%	11%	1%	-1.5	0%	7%
- Cn1c(-c2ccc(F)cc2)cnc1SCC(=O)NNC(=O)Cc1ccccc1
→ 1%	i	-1%	1.8%	1%	0%	-0.1	0%	11%
- O=C(O)c1cc(S(=O)(=O)N2CCCCC2)ccc1F
→ -1%	nt	1%	-0.3%	5%	0%	-4.9	1%	nt
- COc1ccc(/C=N/NC(=S)Nc2cc(S(=O)(=O)N3CCOCC3)ccc2N2CCOCC2)cc1O
→ -8%	i	?	0.1%[9.22 µM]	1%	-9%	-25	-4%	-3%
- O=C(C1CCCN(S(=O)(=O)c2ccc(F)cc2)C1)N(Cc1cccs1)C1CC1 (stereo not given)
→ -1%	i	-22%	0.4%	14%	-6%	-3.2	-2%	-24%
- COc1ccc(C(C(=O)NC2CCCC2)N(C(=O)c2snc(C(N)=O)c2N)c2cccc(O)c2)cc1 (stereo not given)
→ -1%	i	-2%	0.5%	-1%	-15%	0.2	0%	-1%
- Cc1ccccc1NC(=O)CCc1c(C)nn(-c2ccc(N3CCOCC3)nn2)c1C
→ 14%	i	-2%	-1.0%	8%	12%	0.5	6%	29%
- Cc1cccc(NC(=O)C2CC(=O)n3cnnc3S2)c1 (stereo not given)
→ 4%	i	?	-1.0%	7%	-2%	-0.7	2%	11%
- Cc1cccc(N(CC(=O)NCc2ccco2)C(=O)CNS(=O)(=O)c2ccc(F)cc2)c1
→ -3%	i	-4%	0.0%	-5%	-24%	2.4	1%	6%
- C=CCn1c(SCCOc2ccc(OC)cc2)nnc1C(C)NC(=O)c1ccc(OC)cc1 (stereo not given)
→ -7%	i	?	-0.1%	7%	-8%	-1.1	2%	-23%
- COc1ccc(C(=O)NCCn2cc(SCc3cccc(F)c3)c3ccccc32)cc1OC
→ -16%	nt	?	-0.9%	nt	nt	nt	nt	23µM*
- Cc1ccc(NC2=C(NCCO)C(=O)c3ccccc3C2=O)cc1
→ ?	i	?	0.6%	-5%	?	0.4	-10%	?
- CN(C)C(CNC(=O)c1ccc(NC(=O)c2cccs2)cc1)c1ccccc1 (stereo not given)
→ -3%	i	9%	-0.4%	6%	2%	-0.6	1%	?

(listing goes on)
Under each structure: A549 tox	Akt phos inh	TGFb SMAD3 inh	Nrf2 activator	EPAC2 ag	EPAC2 antagonist	CCT modulator	MmCpn inh	Nrf2 block
- Nc1nc(SCC(=O)Nc2ccc([N+](=O)[O-])cc2Br)n[nH]1
→ 2%	i	?	0.1%	-2%	3%	-1.6	1%	?
- OCCNCc1ccc(OC2CCCC2)cc1
→ 0%[1.84 µM]	i	23%	0.1%	-2%	4%	-0.2	-1%	1%
- O=S(=O)(c1cccs1)N1CCN(Cc2cccc(F)c2)CC1
→ 0%	i	4%	0.4%	7%	-7%	-3.3	1%	11%
- c1ccc(Sc2ccccc2CN2CCCC2)cc1
→ -1%	i	2%	-0.5%	13%	-10%	-1.5	nt	-8%
- Cc1nc([N+](=O)[O-])nn1C12CC3CC(CC(Br)(C3)C1)C2
→ -11%	i	1%	-0.1%	5%	0%	-2.4	-1%	-2%
- COc1ccc(-c2nn(C)c(=O)c3ccccc23)cc1NC(=O)COc1ccc(C)cc1
→ ?	i	0%	0.5%	0%	-10%	-0.3	1%	-94%
- Cc1cc(C)cc(NC(=O)C2(c3cccs3)CCOCC2)c1
→ 1%&6%	i	-19%&12%	5.9%&0.2%	-1%	5%	-1.2	-4%	-3%
- NC(=O)c1ccccc1NC(=O)Cc1cccs1
→ 2%	i	13%	2.4%	0%	12%	0.4	-3%	-7%
- CCOC(=O)Cn1c(=O)oc2cc(S(=O)(=O)NCCc3ccc(OCC)c(OCC)c3)ccc21
→ -3%[1.84 µM]	i	-20%	-0.6%	1%	0%	-3.7	0%	8%
- Cc1cc(C)c(S(=O)(=O)c2ccccc2)c(OC(=O)c2c(Cl)cccc2Cl)n1
→ -9%	i	0%	0.3%	23%	-9%	-13	-2%	-11%
- C/C(N)=C(/C#N)C(=O)CSc1nnc(COc2cc(C)ccc2C)o1
→ -1%	i	-2%	-0.2%	2%	10%	5.4	-2%	9%
- CC(=O)Nc1ccccc1C(=O)N1CC2(C)CC1CC(C)(C)C2 (stereo not given)
→ 3%	i	6%	-0.8%	-4%	13%	0.4	1%	8%
- O=C(O)c1ccccc1C(=O)c1cccc2c(Br)cccc12
→ -13%	i	-10%	-1.1%	-4%	21%	-0.7	nt	-15%
- COc1ccc(-c2cc3c(=O)n(CC(=O)NCc4cccnc4)ncn3n2)cc1
→ 2%	i	6%	-1.2%	4%	13%	-5.3	1%	?
- Cc1ccc(O)c(NC(=O)c2cc(-c3ccc4c(c3)OCO4)on2)c1
→ -1%	nt	4%	4.4%	nt	nt	nt	nt	1%

One compound at a time, from the list above.
Record of `C/C(N)=C(/C#N)C(=O)CSc1nnc(COc2cc(C)ccc2C)o1` → A549 tox = -1%; Akt phos inh = i; TGFb SMAD3 inh = -2%; Nrf2 activator = -0.2%; EPAC2 ag = 2%; EPAC2 antagonist = 10%; CCT modulator = 5.4; MmCpn inh = -2%; Nrf2 block = 9%
Record of `Nc1nc(SCC(=O)Nc2ccc([N+](=O)[O-])cc2Br)n[nH]1` → A549 tox = 2%; Akt phos inh = i; TGFb SMAD3 inh = ?; Nrf2 activator = 0.1%; EPAC2 ag = -2%; EPAC2 antagonist = 3%; CCT modulator = -1.6; MmCpn inh = 1%; Nrf2 block = ?

Later entries.
Under each structure: A549 tox	Akt phos inh	TGFb SMAD3 inh	Nrf2 activator	EPAC2 ag	EPAC2 antagonist	CCT modulator	MmCpn inh	Nrf2 block
- Cc1ccc(C)n1Cc1ccccc1Cl
→ 2%	i	3%	4.5%	6%	-14%	-1.5	1%	-14%
- COc1ccc2oc(C(=O)OCC(=O)Nc3ccc(NC(C)=O)cc3)c(C)c2c1
→ 0%	i	-14%	2.4%	4%	-7%	-2.2	-9%	7%
- COc1ccc(NC(=O)Cc2c(Cl)cccc2Cl)cn1
→ 0%	i	1%	0.3%	9%	2%	-1.6	-4%	-11%
- COc1ccc(C(=O)Nc2ccc(S(=O)(=O)Nc3onc(C)c3C)cc2)cc1
→ -11%	i	-4%	-0.7%	-7%	6%	-0.5	1%	nt
- O=S(=O)(c1cccc2ccccc12)N1CCC2CC1c1cc(-c3ccc(F)cc3)ccc12 (stereo not given)
→ 17%	i	2%	-0.3%	12%	-5%	0.0	nt	-13%
- CCCCn1nc(NC(=O)COC)c2cc3ccc(C)cc3nc21
→ 6%	i	3%	0.0%	5%	1%	0.3	-1%	10%
- CC1CN(C(=O)COC(=O)c2ccc(Cl)c(N)c2)CC(C)O1 (stereo not given)
→ 0%	i	-2%	-1.0%	-4%	-2%	0.3	0%	4%
- CC(C(=O)N1c2ccc(F)cc2CCC1C)N1C(=O)c2ccccc2C1=O (stereo not given)
→ -4%	i	-16%	-0.4%	-1%	4%	1.1	-1%	3%
- NC(=O)C1CCN(C(=O)CSc2ccsc2[N+](=O)[O-])CC1
→ 13%	i	-9%	1.4%	15%	-4%[57.1 µM]	-1.1	0%	11%
- COc1ccc(N2CCN(C(=O)CN=C3NS(=O)(=O)C(c4ccc(C)cc4)=C3C)CC2)cc1
→ -2%	i	?	0.3%	12%	1%	-2.5	-1%	?
- Cc1ccc(CCN2CC(C(=O)NCc3cccnc3)CC2=O)cc1 (stereo not given)
→ -6%	i	?	-0.9%	17%	3%	-0.5	nt	-4%
- CCOC(=O)c1ccc(NC(=S)N2CCCC2)cc1
→ 17%	i	-8%	-0.5%	7%	0%	1.5	-2%	3%
- CCOc1ccc(CCNC(=O)CCCn2c(=O)c3cccn3c3cccnc32)cc1OCC
→ -14%&0%	nt	0%&-7%	-0.7%&0.0%	-9%	2%	-86*	2%	?
- O=C(CN1C(=O)c2ccccc2C1=O)Nc1nccs1
→ 2%	i	-8%	0.8%	11%	0%	-2.7	0%	4%
- O=C1C2CCCN2C(=S)N1C1CCCCC1 (stereo not given)
→ 4%	i	?	5.0%	4%	-5%	-0.7	-1%	?
- O=C1OC(c2ccccc2)=C/C1=C/N1CCOCC1
→ -1%	i	1%	7.5%	7%	-5%	-4.1	-1%	29%
- Cc1cccnc1NC(=O)C(c1ccccc1)c1ccccc1
→ 2%	i	3%	6.5%	14%	-8%	-0.2	-2%	-3%
- CC(C)Nc1c([N+](=O)[O-])c(=O)oc2ccccc12
→ -1%	i	3%	0.5%	-1%	2%	-1.0	-5%	2%

High-throughput results deposited in PubChem by National Center for Advancing Translational Sciences (NCATS).

Some of the compounds tested; the hit share may differ from the screen's.
